Screens (PubChem)
OXTR ag = agonists of human oxytocin receptor. P30559. CHO-OTR cells, Fluo-8 calcium fluorescence; normalized: DMSO 0%, oxytocin 100%. activation, % at 3 µM. hit rate 0.32% among 320,000;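 active = activation above the mean of all tested compounds plus 3 SD, cutoff set per screening run, cut at about 20% in these data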;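 also: peak over basal fluorescence ratio from a 100 s FLIPR kinetic read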
Target sequence (P30559 whole entry, looked up): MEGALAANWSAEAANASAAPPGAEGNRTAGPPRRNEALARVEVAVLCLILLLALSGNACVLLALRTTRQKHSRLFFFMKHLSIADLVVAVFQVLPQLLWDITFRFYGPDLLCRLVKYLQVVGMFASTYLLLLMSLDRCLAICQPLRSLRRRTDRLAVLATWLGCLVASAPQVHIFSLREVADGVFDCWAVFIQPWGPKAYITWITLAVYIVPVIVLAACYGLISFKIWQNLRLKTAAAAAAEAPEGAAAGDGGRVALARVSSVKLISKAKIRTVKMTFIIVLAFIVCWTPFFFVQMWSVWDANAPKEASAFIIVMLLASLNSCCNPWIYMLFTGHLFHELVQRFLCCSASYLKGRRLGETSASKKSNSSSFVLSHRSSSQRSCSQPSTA
NALP1 inh = inhibitors of NALP1 inflammasome in yeast; hit rate 0.61% among 280,000; S. cerevisiae NALP1/ASC/caspase-1 growth, X-gal OD620, 72 h; inhibition, % at 10 µM; in the data active = inhibition mostly above about 24%, no sharp cut-off; inactive = mostly below about 32%; also: some compounds called inactive have numbers as strong as hits
MEKK2 mut-MEK5 = signal of MEK5 binding to mutant human MEKK2 PB1 domain | percent response, % at 10 µM | hit rate 0.35% among 290,000 | bead flow cytometry, Alexa488-MEK5 binding to MEKK2 mutant | AID 1530; in the data active = percent response above about 24%, passing the limit was not always enough; also: inactives centre near 1; some results filed as inactive read as strong as hits
MEKK2wt PB1 HTS = raises or lowers MEK5 binding to wildtype human MEKK2 PB1 domain; binding response (% of control), % at 10 µM; bead flow cytometry, Alexa488-MEK5 binding to MEKK2 WT; actives lie on both sides; AID 1531; hit rate 1.1% among 290,000; in the data active = binding response below about 67% or above about 130%
PfM18AAP inh = PfM18AAP enzyme inhibition | inhibition, % at 7.35 µM | recombinant PfM18AAP, H-Glu-NHMec fluorogenic cleavage | hit rate 1.2% among 290,000;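 active = inhibition above the campaign mean inhibition over all tested compounds plus 3 SD, cut at about 28% in these data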;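 also: 0% = plate median of test compound wells and 100% = 2 mM ZnCl2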
V1R ag counter = counter-screen for oxytocin receptor agonists: human V1a receptor agonists. P37288. CHO-V1R cells, Fluo-8 calcium fluorescence, agonist mode; 0% DMSO, 100% 3 nM vasopressin. activation, % at 3 µM. hit rate 0.25% among 320,000. AID 2797;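 active = activation above the mean activation of all tested compounds plus 3 SD, per screening run, cut at about 20% in these data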;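 also: signal is peak over basal fluorescence ratio across a 100 second FLIPR read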
GalR3 antag = antagonists of human GalR3; HEK293 GalR3-CNG cAMP membrane potential fluorescence; galR3 body fused to GalR1 C-terminus; O60755; inhibition, % at 3 µM; AID 651719; hit rate 0.44% among 360,000;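 active = inhibition above the screen-wide average plus 3 SD, cut at about 13% in these data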;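 also: forskolin and galanin both at EC90 stimulate the cells; cAMP rise reported by CNG channel membrane potential dye signal; 0% = forskolin plus galanin with DMSO and 100% = forskolin alone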
OXTR potentiator = potentiators of human oxytocin receptor; CHO-OTR cells, Fluo-8 calcium fluorescence, potentiator mode; 0% = oxytocin EC15, 100% = EC100; activation, % at 3 µM; hit rate 0.061% among 320,000; AID 2445;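 active = activation above that plate's cutoff, the mean activation of tested compounds plus 3 SD, cut at about 6.6% in these data, passing the limit was not always enough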;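 also: 100% uses oxytocin at 75 nM as the full agonist control; some results filed as inactive read as strong as hits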
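Replication – single well per compound, singlicate · Assay system – CHO cell line stably expressing human OTR · Timing – 6 min pre-incubation, 100 s read · Measure – normalized max/min fluorescence ratio, % activation · Doses – 3.0 µM, one dose · Detection – Fluo-8 calcium dye fluorescence · Probe or stimulus – oxytocin near EC15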
GPR7 antag = antagonists of human GPR7 (neuropeptides B/W receptor 1). inhibition, % at 4.4 µM. GPR7-expressing cells, fluorescence antagonist assay. hit rate 1.1% among 290,000. P48145; in the data active = inhibition above about 16%, passing the limit was not always enough;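 also: cells stimulated with the agonist NPW; 0% = agonist with vehicle and 100% = vehicle without agonist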
Target sequence (P48145 whole entry, looked up): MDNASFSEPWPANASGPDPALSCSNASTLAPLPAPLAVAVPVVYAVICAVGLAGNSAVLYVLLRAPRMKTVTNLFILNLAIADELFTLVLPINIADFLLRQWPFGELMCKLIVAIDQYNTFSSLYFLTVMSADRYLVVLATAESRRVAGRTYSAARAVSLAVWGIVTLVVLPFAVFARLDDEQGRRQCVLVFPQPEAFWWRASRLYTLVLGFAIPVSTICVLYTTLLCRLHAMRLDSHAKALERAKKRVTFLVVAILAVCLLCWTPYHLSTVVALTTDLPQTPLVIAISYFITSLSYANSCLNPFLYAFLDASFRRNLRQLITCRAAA
* marks the source's active call; other numbers are inactive results; nt = not tested or not shown.

Start of the listing, in advance (14 entries):
Molecule,MEKK2 mut-MEK5,V1R ag counter,GalR3 antag,PfM18AAP inh,OXTR potentiator,NALP1 inh,MEKK2wt PB1 HTS,GPR7 antag,OXTR ag
O=C(CSc1ncnc2ccccc12)Nc1cccc(S(=O)(=O)N2CCOCC2)c1,0,4.5,-5,5,-2,5,95,-8,5.6
CN(C)c1ccc(C=NCC2COc3ccccc3O2)cc1 (stereo not drawn),-6,4.6,6,-12,-12,-12,105,1,1.4
COC(=O)CC(NS(=O)(=O)c1cccs1)c1cccc2ccccc12 (stereo not drawn),1,-1.0,0,5,-10,30,103,-11,-2.0
O=C(Nc1cccnc1)c1ccccc1Oc1ccccc1,5,0.1,5,-2,-7,-1,102,-16,0.2
CCCc1[nH]n(-c2ccc(F)cc2)c(=O)c1C=Nc1cccc(F)c1,0,0.6,2,2,-3,29,107,-7,-1.5
CC(C)CCSc1nc(N)c(C#N)cc1C#N,4,-0.1,-6,6,-6,nt,104,-14,-1.8
O=C(Cc1coc2ccc3ccccc3c12)NCc1ccccc1,0,-1.2,-8,-2,-6,12,91,0,-2.0
Cc1nc2ccc(NC(=O)N(C)c3ccccc3)cc2s1,-1,0.0,-2,0,-8,39,95,-5,0.5
COc1ccc([N+](=O)[O-])cc1NC(=O)CSc1nncn1-c1ccccc1,55*,0.4,-6,-1,-8,19,105,-4,-0.1
CCCCOC(=O)CSc1n[nH]c(=O)[nH]c1=O,0,1.4,-5,-3,2,3,101,-13,1.9
C=CCOc1ccccc1/C=N/O,5,0.2,-7,-10,-1,-9,102,-5,-0.5
COCCNC(=S)N/N=C(\C)c1ccccc1O,2,0.4,-1,22,5,42,102,-9,-0.5
CC(C)OCCCN(C)C1CCN(S(=O)(=O)c2ccc(-c3ccc(=O)[nH]n3)s2)CC1,-10,0.5,5,-3,-13,26,94,-4,-0.5
COc1ccc(-c2nc(CN(C)C(C)c3ccon3)c(C)o2)c(C)c1C (stereo not drawn),-1,-1.3,-8,-2,-4,0,102,-6,-1.5

The list itself (from the top)
Molecule,MEKK2 mut-MEK5,V1R ag counter,GalR3 antag,PfM18AAP inh,OXTR potentiator,NALP1 inh,MEKK2wt PB1 HTS,GPR7 antag,OXTR ag
O=C(CSc1ncnc2ccccc12)Nc1cccc(S(=O)(=O)N2CCOCC2)c1,0,4.5,-5,5,-2,5,95,-8,5.6
CN(C)c1ccc(C=NCC2COc3ccccc3O2)cc1 (stereo not drawn),-6,4.6,6,-12,-12,-12,105,1,1.4
COC(=O)CC(NS(=O)(=O)c1cccs1)c1cccc2ccccc12 (stereo not drawn),1,-1.0,0,5,-10,30,103,-11,-2.0
O=C(Nc1cccnc1)c1ccccc1Oc1ccccc1,5,0.1,5,-2,-7,-1,102,-16,0.2
CCCc1[nH]n(-c2ccc(F)cc2)c(=O)c1C=Nc1cccc(F)c1,0,0.6,2,2,-3,29,107,-7,-1.5
CC(C)CCSc1nc(N)c(C#N)cc1C#N,4,-0.1,-6,6,-6,nt,104,-14,-1.8
O=C(Cc1coc2ccc3ccccc3c12)NCc1ccccc1,0,-1.2,-8,-2,-6,12,91,0,-2.0
Cc1nc2ccc(NC(=O)N(C)c3ccccc3)cc2s1,-1,0.0,-2,0,-8,39,95,-5,0.5
COc1ccc([N+](=O)[O-])cc1NC(=O)CSc1nncn1-c1ccccc1,55*,0.4,-6,-1,-8,19,105,-4,-0.1
CCCCOC(=O)CSc1n[nH]c(=O)[nH]c1=O,0,1.4,-5,-3,2,3,101,-13,1.9
C=CCOc1ccccc1/C=N/O,5,0.2,-7,-10,-1,-9,102,-5,-0.5
COCCNC(=S)N/N=C(\C)c1ccccc1O,2,0.4,-1,22,5,42,102,-9,-0.5
CC(C)OCCCN(C)C1CCN(S(=O)(=O)c2ccc(-c3ccc(=O)[nH]n3)s2)CC1,-10,0.5,5,-3,-13,26,94,-4,-0.5
COc1ccc(-c2nc(CN(C)C(C)c3ccon3)c(C)o2)c(C)c1C (stereo not drawn),-1,-1.3,-8,-2,-4,0,102,-6,-1.5
Cc1ccc([N+](=O)[O-])cc1S(=O)(=O)Nc1cccc(S(=O)(=O)Nc2ccccc2C(=O)O)c1,nt,3.1,-6,nt,-2,nt,nt,nt,2.9
O=C(Nc1cc(C(F)(F)F)ccc1N1CCOCC1)c1ccccc1F,nt,1.1,-4,-2,-6,-7,nt,-5,-1.8
O=C(COC(=O)c1ccco1)Nc1nc2ccccc2s1,4,6.0,-4,1,-6,9,105,-2,1.2
C#CCOc1c(Cl)cc(C2C3=C(CCCC3=O)N(CC(=O)O)C3=C2C(=O)CCC3)cc1OC,13,0.6,-4,12,-2,-13,110,-13,1.0
CCn1c(/C=N/n2cnnc2)nc2ccccc21,1,-0.5,1,48*,-2,5,98,-5,0.6
COc1ccccc1N1CCN(S(=O)(=O)c2ccc3c(c2)NC(=O)CS3)CC1,12,3.0,-9,4,-9,6,106,15,-0.2
O=C(c1cn2ccccc2n1)N1CCc2c([nH]c3ccccc23)C1c1ccccn1 (stereo not drawn),4,-0.1,-2,5,-8,11,102,-12,1.2
COc1ccc(NC(=O)CCN2CCN(S(=O)(=O)c3ccc(Cl)cc3)CC2)cc1,-4,3.5,-4,1,-6,-9,91,7,1.6
O=c1c(Cc2ccc(Cl)cc2)c(O)ccn1Cc1cccs1,0,-0.5,0,-2,-5,-11,102,-15,1.7
CCc1nnc(NC(=O)CSc2nncc(=O)n2N)s1,2,1.0,0,7,-8,17,104,-2,0.5
Cc1ccnc2nc(C(=O)N3CCN(c4ccc(F)cc4)CC3)nn12,-16,0.1,-5,4,-14,-8,95,1,-0.3
COc1ccc(CC(=O)NC2CC(C)(C)NC(C)(C)C2)cc1,-3,0.9,1,0,-8,-15,92,-10,0.2
Cc1ccc(NC(=O)c2ccccn2)cc1S(=O)(=O)N1CCOCC1,-1,-0.2,0,1,6,-20,103,-14,-0.4
CC(NC(=O)c1cc2ccccc2o1)C(=O)O (stereo not drawn),4,0.0,-1,9,-6,-9,103,6,-0.7
CCN(C(=O)c1ccco1)c1nc(CC(=O)Nc2ccc(Cl)cc2)cs1,-1,3.8,-1,-1,-3,23,98,-7,2.0
O=C(Nc1ccc(N2CCOCC2)cc1)c1ccc2c(c1)OCO2,-8,0.7,-5,-7,-5,-3,91,-4,0.9
O=C(NNC1=C(C(=O)C(F)(F)F)CCC1)c1cccc(O)c1,0,1.1,0,-4,-11,-15,101,0,4.6
Cn1c(N/N=C/c2cccs2)nc2c1c(=O)n(Cc1ccccc1)c(=O)n2C,3,0.5,10,12,-5,10,105,-9,0.6
CCCc1nnc(NC(=O)C2CCN(C(=O)c3ccco3)CC2)s1,-3,0.4,-5,1,-10,8,95,1,-0.2
COC(=O)c1ccccc1C(=O)N1CCCC(C(=O)c2ccc(OC)c(OC)c2)C1 (stereo not drawn),-1,0.6,-1,3,-5,26,105,-2,-1.5
Cn1nc(C(F)(F)F)c(C(=O)Nc2cccc(Cl)c2)c1Cl,-9,-0.1,-4,-5,3,-15,96,-1,-0.7
CN(Cc1cnn(C)c1)C(=O)c1ccc(OC2CCN(CCc3ccccc3)CC2)cc1,-4,1.0,-3,3,-3,16,95,-1,0.1
Cc1cc(-c2nn(-c3ccccc3F)cc2CN(C)CC(O)CO)c(C)s1 (stereo not drawn),3,1.5,-3,-5,-3,2,108,-14,0.2
Cc1ccc(S(=O)(=O)NCc2ccc(C(=O)NC3CCC(O)CC3)cc2)cc1C (stereo not drawn),nt,0.2,-2,nt,3,nt,nt,nt,0.6
N=c1sccn1CC(=O)Nc1ccccc1Cc1ccccc1,-4,1.4,-7,14,-6,17,102,-4,0.8
CN(Cc1ccccc1F)C(=O)c1ccc(Oc2ccccc2)cc1,11,-0.9,-8,-1,-25,0,108,7,-1.6
CC(C)CCNC(=O)C(Cc1ccccc1)NS(=O)(=O)c1ccc2c(c1)c(=O)n(C)c(=O)n2C (stereo not drawn),14,-0.2,2,-7,-5,-4,109,12,-1.2
COC(=O)COc1cccc2c(=O)n(CC(=O)N3CCCCC3)ccc12,-4,-0.6,6,-1,-14,nt,97,-3,-0.1
CCOC(=O)c1c(C)c(C(=O)Nc2ccc3c(c2)OCCO3)c(C)n1CC,10,-0.6,-5,2,-6,2,115,-5,-1.4
CCS(=O)(=O)N1CCN(c2ccc([N+](=O)[O-])c(NC(C)c3ccccc3)c2)CC1 (stereo not drawn),5,-0.6,-2,-1,-3,9,102,-5,-1.6
COc1ccc2nc(N=Nc3ccc(N(C)C)cc3)sc2c1,nt,nt,-2,5,nt,1,nt,-3,nt
C=CC[N+]1(CC#CCOC(c2ccccc2)c2ccccc2)CCOCC1,9,-1.1,-6,1,1,18,111,-10,-0.2
NC(=O)c1ccccc1NC(=O)CN1CCOCC1,1,1.2,12,2,-1,23,101,-12,1.7
CCOC(=O)NC1Cc2ccccc2C1Sc1ccccn1 (stereo not drawn),2,-1.4,-10,10,-4,6,102,-7,-2.5
CC1CCN(S(=O)(=O)c2ccc(NC(=O)c3cccs3)cc2)CC1,4,3.3,-2,-4,-4,-12,99,-1,0.5
Cc1ccc(C)c(NS(=O)(=O)c2ccc(NC(=O)c3ccco3)cc2)c1,1,13,-2,-5,-12,0,105,5,13
CCOc1ccc(OCC)c(S(=O)(=O)NCc2cccnc2)c1,17,-1.2,3,2,-14,-10,99,-14,-1.2
O=C(NCCOc1nc(N2CCCCC2)nc(N2CCOCC2)n1)Nc1ccccc1,1,0.4,-7,-1,2,16,98,-6,-0.6
CCOCc1nnc(NC(=O)c2cccc(OC)c2)s1,2,-0.2,7,-2,-10,13,103,-6,-0.2
CN(C)S(=O)(=O)c1cccc(NC(=S)NNC(=O)c2cc3ccccc3cc2O)c1,nt,0.5,-5,nt,-5,nt,nt,nt,-0.6
C=CCNC(=O)CSc1nc2sc3c(c2c(=O)n1CCC)CCC3,1,-0.5,-13,-4,4,0,97,-10,-2.0
COc1ccccc1CNC(=O)CN1C(=O)c2ccccc2S1(=O)=O,-8,-0.1,-8,-16,-6,24,93,2,0.4
